INS-1E GSIS act: primary screen for activators of insulin secretion dependent on glucose, INS-1E cells, GLuc reporter luminescence; INS-1E GLuc reporter insulin secretion, 2-3 h; activation, % at 16.6 µM; 0.61% of 370,000 active; AID 743287;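 active means lowest replicate activation of at least 40%, so every replicate reaches that level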;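 further: 0% = median of neutral control wells and 100% = median of IBMX positive control wells; some compounds called inactive have numbers as strong as hits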
miR122 inh: inhibitors of miR-122 in Huh7 cells; Huh7 miR-122 Renilla luciferase sensor, 48 h; neutral wells = 0, positive control = 100; activation (reporter increase), % at 12.5 µM; 0.3% of 340,000 active; AID 602342;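 active means mean replicate activation score at least 90 and every replicate individually at or above 90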;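 further: higher luciferase means less miR-122 activity so hits act as miR-122 inhibitors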
Starred values were filed as active, the others as inactive. This is a subset (hit frequency here may not be typical).

Values run as follows: miR122 inh, INS-1E GSIS act
- O=C(NCC1CCCO1)C1CC(=O)N(C2CCCCCC2)C1 (configuration not stated)
    -7, 4
- CCOC(=O)NC1(C(F)(F)F)NC(=O)N(C2CCCCC2)C1=O (configuration not stated)
    2, 5
- COc1ccc(CCNC(=O)COC(=O)Cc2cccc3ccccc23)cc1
    -6, 18
- CCN(c1ccccc1)S(=O)(=O)c1ccc(C(=O)Oc2ccc(C(C)=O)cc2)cc1
    -5, -4
- FC(F)(F)c1nc(Oc2ccccc2)c2ccccc2n1
    -6, 15
- CCCOc1cc(CN2CCCCC2)cc(C(C)=O)c1
    2, 12
- O=C(CN(CC1CCCO1)C(=O)CCC(=O)Nc1nccs1)NCC1CCCO1 (configuration not stated)
    5, 8
- Cc1occc1-c1nnc(SCC(=O)NCc2cccs2)n1CC1CCCO1 (configuration not stated)
    12, -1
- COc1cccc(-n2c(SCC(=O)NC3CCCCC3)nc3n[nH]c(C)c3c2=N)c1
    31, -13
- CCN1CCN(c2ncc(C(=O)N3CCN(c4ccccc4OC)CC3)c3ccccc23)CC1
    4, 13
- Cc1ccc(S(=O)(=O)c2c(C)nn(C(C)(C)C)c2OC(=O)c2cccs2)cc1
    10, -40
- O=C(CN(c1ccccn1)S(=O)(=O)c1ccccc1)N/N=C/c1cccc([N+](=O)[O-])c1
    2, 25
- CC1Sc2ccccc2N(CC(=O)N(C(C)C)C(C)C)C1=O (configuration not stated)
    -4, 11
- Cc1ccc2cc(CCNC(=O)c3cccc([N+](=O)[O-])c3)c(=O)[nH]c2c1C
    -3, 6
- Cc1occc1C(=O)Nc1ccc2ccccc2c1
    22, -8
- Cc1ccc(-n2ccnc2SCC(=O)O)c(C)c1
    -1, 9
- Cn1c(SCC(=O)Nc2cccc(O)c2)nnc1-c1ccc(S(=O)(=O)N2CCOCC2)cc1
    -4, 25
- COc1ccc2nc(-c3cccc(N)c3)[nH]c2c1
    -6, 6
- CCOC(=O)CSc1nc2cc(C(=O)OC)ccc2c(=O)n1CCN1CCOCC1
    -1, 0
- CCCOc1ccc(C(=O)NCc2cccnc2)cc1
    1, -4
- Cc1ccc(NC(=O)c2cccc(S(=O)(=O)N(C)c3ccccc3)c2)cc1S(=O)(=O)N1CCOCC1
    0, -17
- CCC(C(=O)NCc1ccco1)N(C(=O)CNS(=O)(=O)c1ccc(C)cc1)c1ccccc1OC (configuration not stated)
    14, -6
- Cc1cc(C)cc(NC(=O)c2ccc(CSc3nnc(C)s3)cc2)c1
    -34, 20
- Nc1nc(NC(=O)c2cccnc2)nn1-c1ccccc1
    1, 6
- CCOC(=O)c1ccccc1NC(=O)c1ccccc1N(C)S(C)(=O)=O
    -4, 13
- Cc1cccc2cc(CN(CCN3CCCC3)C(=O)NC3CCCCC3)c(=O)[nH]c12
    3, -6
- Cc1noc(C)c1CSc1nnc(-c2ccccc2)n1N
    4, 14
- Brc1ccc2ncnc(Nc3cccc4ccccc34)c2c1
    6, -16
- O=C(CSc1nc2ccccc2c(=O)n1CC1CCCO1)N1CCN(c2ccccc2)CC1 (configuration not stated)
    -1, -25
- Cn1cnnc1SC(C(=O)Nc1cc(Cl)cc(Cl)c1)c1ccccc1 (configuration not stated)
    -14, -14

(more compounds)
Values run as follows: miR122 inh, INS-1E GSIS act
- CCC(Sc1ncnc2c1nnn2-c1ccc(F)cc1)C(=O)OC (configuration not stated)
    -10, -6
- Cn1c(=O)c2c(nc(NCc3ccc4c(c3)OCO4)n2C)n(C)c1=O
    6, 4
- C/C(=N/Oc1nc(C)cc(C)n1)c1ccc(F)cc1
    -5, 64*
- Cc1cc(C)nc(SCc2nnc(SCC(=O)Nc3ccc(Cl)c(C(F)(F)F)c3)o2)n1
    4, -37
- CC(C)(C)NC(=O)c1ccc(Sc2ccccc2)c([N+](=O)[O-])c1
    -1, 7
- O=c1cc(CO)oc(CN2CCCC2)c1O
    5, -9
- Cc1csc(Nc2ccccc2C(F)(F)F)n1
    7, -36
- C(=NCCCN1CCOCC1)c1ccc2c(c1)OCO2
    1, 16
- CC(=O)Nc1nc(C)nc(C)c1C(C)=O
    -1, 11
- COCC(C)NCc1ccccc1C (configuration not stated)
    8, 3
- CN1C2=NCCN2C(=O)c2ccccc21
    11, -6
- Cn1c(=O)n(CCCOc2ccc(Cl)cc2)c2ccccc21
    -6, -15
- CC(=O)C1=C(O)C(=O)N(c2nccs2)C1c1ccc(Br)cc1 (configuration not stated)
    -1, -32
- COc1ccc(S(=O)(=O)N2CCN(C(=O)c3cnc(C)cn3)CC2)cc1
    11, 0
- CN(C)c1cc[n+](CCC(=O)Nc2cccc([N+](=O)[O-])c2N)cc1
    -6, -1
- C=CCn1c(CNc2ccc(C)cc2)nnc1SCC(=O)N/N=C/c1ccc(O)cc1
    -9, -10
- O=C(NCc1ccco1)C1CC(=O)N(c2ccc(O)cc2)C1 (configuration not stated)
    -4, 25
- CCOC(=O)c1[nH]c2ccc(F)cc2c1NC(=O)Nc1ccccc1OC
    6, -5
- O=C(Nc1ccc(N2CCN(C(=O)c3ccco3)CC2)cc1)c1ccccc1F
    -11, -18
- O=C(Nc1cccc(Cl)c1)Nc1nc(-c2ccc(Cl)cc2)cs1
    -12, 128*
- C=CCNC(=S)NNC(=O)C(CCC(C)C)CC(C)(C)O (configuration not stated)
    -2, 8
- Cc1cnc(NC(=O)CSc2nc3ccccc3c(=O)[nH]2)s1
    1, 7
- CCC(=O)c1ccc(N2CCN(C(=O)Cc3ccccc3)CC2)c(F)c1
    -3, -22
- O=c1oc(-c2ccccc2NS(=O)(=O)c2ccc3ccccc3c2)nc2ccccc12
    11, -10
- CC(C)CCNc1nc2c(c(=O)n(Cc3cccc(F)c3)c(=O)n2C)n1C
    7, -21
- CSc1nc(Sc2cccc(Cl)c2)c2ccccc2n1
    3, 9
- CC(=O)N[C@H]1C[C@@H]1c1ccccc1
    -2, 0
- CC(C)CC(c1nnnn1C(C)(C)C)N1CCN(C2CCCC2)CC1 (configuration not stated)
    4, 7
- Cn1c(NC(=O)c2ccco2)c(-c2ccccc2)c(=O)c2ccccc21
    -1, -3
- Cc1cc(C(=O)Nc2cccc3ncccc23)no1
    -6, 4

21 of the compounds above, with tabs:
Structure	miR122 inh	INS-1E GSIS act
O=C(NCC1CCCO1)C1CC(=O)N(C2CCCCCC2)C1 (configuration not stated)	-7	4
CCOC(=O)NC1(C(F)(F)F)NC(=O)N(C2CCCCC2)C1=O (configuration not stated)	2	5
COc1ccc(CCNC(=O)COC(=O)Cc2cccc3ccccc23)cc1	-6	18
CCN(c1ccccc1)S(=O)(=O)c1ccc(C(=O)Oc2ccc(C(C)=O)cc2)cc1	-5	-4
FC(F)(F)c1nc(Oc2ccccc2)c2ccccc2n1	-6	15
CCCOc1cc(CN2CCCCC2)cc(C(C)=O)c1	2	12
O=C(CN(CC1CCCO1)C(=O)CCC(=O)Nc1nccs1)NCC1CCCO1 (configuration not stated)	5	8
Cc1occc1-c1nnc(SCC(=O)NCc2cccs2)n1CC1CCCO1 (configuration not stated)	12	-1
COc1cccc(-n2c(SCC(=O)NC3CCCCC3)nc3n[nH]c(C)c3c2=N)c1	31	-13
CCN1CCN(c2ncc(C(=O)N3CCN(c4ccccc4OC)CC3)c3ccccc23)CC1	4	13
Cc1ccc(S(=O)(=O)c2c(C)nn(C(C)(C)C)c2OC(=O)c2cccs2)cc1	10	-40
O=C(CN(c1ccccn1)S(=O)(=O)c1ccccc1)N/N=C/c1cccc([N+](=O)[O-])c1	2	25
CC1Sc2ccccc2N(CC(=O)N(C(C)C)C(C)C)C1=O (configuration not stated)	-4	11
Cc1ccc2cc(CCNC(=O)c3cccc([N+](=O)[O-])c3)c(=O)[nH]c2c1C	-3	6
Cc1occc1C(=O)Nc1ccc2ccccc2c1	22	-8
Cc1ccc(-n2ccnc2SCC(=O)O)c(C)c1	-1	9
Cn1c(SCC(=O)Nc2cccc(O)c2)nnc1-c1ccc(S(=O)(=O)N2CCOCC2)cc1	-4	25
COc1ccc2nc(-c3cccc(N)c3)[nH]c2c1	-6	6
CCOC(=O)CSc1nc2cc(C(=O)OC)ccc2c(=O)n1CCN1CCOCC1	-1	0
CCCOc1ccc(C(=O)NCc2cccnc2)cc1	1	-4
Cc1ccc(NC(=O)c2cccc(S(=O)(=O)N(C)c3ccccc3)c2)cc1S(=O)(=O)N1CCOCC1	0	-17

The list goes on.
Values run as follows: miR122 inh, INS-1E GSIS act
- CS(=O)(=O)N1CCN(C(=O)C(Sc2ccccc2)c2ccccc2)CC1 (configuration not stated)
    -1, 1
- CNC(=O)CSCc1c(Cl)cccc1Cl
    -3, 15
- O=C1c2ccccc2C(=O)N1CCCCSc1nc2ccccc2o1
    5, -5
- O=C(Nc1ccc(Cl)c(Cl)c1)OCCNC(=O)c1cccc(Cl)c1
    -4, -35
- Cc1[nH]c(=O)[nH]c(=O)c1S(=O)(=O)N1CCCC(C(=O)NCCc2ccccc2)C1 (configuration not stated)
    -2, -5
- Cc1ccccc1NC(=O)Cc1nnc(SCC(=O)N2CCN(c3ccccc3)CC2)n1C
    -2, -3
- O=C(CCN1C(=O)C2(OCCO2)c2ccccc21)c1ccccc1
    -4, 16
- CCOC(=O)Cc1csc(NC(=S)NC(=O)c2ccc(F)cc2)n1
    -4, 6
- CCc1nnc(NC(=O)C2CCCN2C(=O)NC2CCCCC2)s1 (configuration not stated)
    10, 4
- COCCn1c(=O)[nH]c2cc(C(=O)NCc3cccnc3)ccc2c1=O
    3, 14
- COc1ccc(Cl)cc1Nc1nc(NCCO)nc(N2CCCC2)n1
    -4, 28
- COc1cc(OC)cc(-c2nnc(SCC(=O)N3c4ccccc4Sc4ccccc43)o2)c1
    -3, -6
- COC(=O)c1sccc1NC(=O)c1cccc(OC)c1
    2, 4
- CSc1nnc(C)c(=O)[nH]1
    -8, 18
- c1cc(-c2nnc3n2CCC3)[nH]n1
    -4, 30
- CC(C)(Oc1ccc(Cl)cc1)C(=O)NCc1ccco1
    -9, -33
- Cc1cccc(-c2noc(-c3cc4ccccc4oc3=O)n2)c1
    -5, 27
- O=C1CC(N2CCC(c3nc4ccccc4[nH]3)CC2)C(=O)N1Cc1ccccc1 (configuration not stated)
    6, -17
- CC(=O)N1CCN(c2ccc(NC(=O)c3cccc(OCc4ccccc4)c3)cc2)CC1
    8, -26
- CSc1nc(C)cc(OCCNS(=O)(=O)c2ccc(C)cc2)n1
    9, 4
- CCOC(=O)NC(Nc1ncccn1)(C(F)(F)F)C(F)(F)F
    3, -3
- Cc1cccc(C)c1NC(=O)C(NC=O)c1ccc(N(C)C)cc1 (configuration not stated)
    4, 8
- O=C(CSc1nc2ccccc2o1)Nc1ccccc1N1CCOCC1
    -5, 7
- CCC(c1nnnn1C(C)(C)CC)N(CCCN1CCOCC1)Cc1cc2cccc(C)c2[nH]c1=O (configuration not stated)
    5, -2
- O=C(N/N=C/c1c[nH]c2ccccc12)c1ccn(Cc2ccc(Cl)cc2Cl)n1
    -2, -2
- Cc1cccc(C)c1OCC(=O)N/N=C/c1cccn1C
    0, 2
- CCc1nc(NCCC(C)C)c(C#N)c2c1CCCC2
    -1, 33
- O=C1COc2ccc(C(=O)CSc3nnc(Cc4cccs4)n3-c3ccccc3)cc2N1
    2, -23
- COCCn1nnnc1C(c1ccccc1)N1CCN(Cc2ccc3c(c2)OCO3)CC1 (configuration not stated)
    -10, 0
- COC(=O)c1cc(NC(=O)CC2C(=O)NCCN2C(=O)c2ccccc2)cc(C(=O)OC)c1 (configuration not stated)
    -4, -6

The listing continues.
Values run as follows: miR122 inh, INS-1E GSIS act
- CCOC(=O)CSCc1c(C#N)c2ccccc2n1C
    -2, 18
- CC(=O)c1c(N2CCCCC2)nc(=O)n(-c2ccccc2)c1C
    -4, 25
- CC1(C)N=C(SCC(=O)Nc2ccc(Cl)cc2Cl)C(c2ccccc2)=N1
    3, 6
- Cc1noc(C)c1COC(=O)CCC(=O)c1ccc(F)cc1
    1, 19
- COC(=O)Cc1c(C)nc2nc(-c3ccc(Cl)cc3)[nH]n2c1=O
    0, 2
- Cc1ccc(C(=O)Nc2nc(-c3cccnc3)cs2)o1
    5, 13
- Nc1c(C(=O)NCCN2CCOCC2)c2nc3ccccc3nc2n1-c1ccc2c(c1)OCO2
    -4, 2
- COc1ccc(CNC(=O)CSc2nnnn2-c2ccccc2)cc1
    -2, 7
- COC(=O)NC1(C(F)(F)F)C(=O)NC(C)=C1C(=O)OC (configuration not stated)
    14, 9
- CC(=O)c1ccc(Cc2ncc(C(F)(F)F)cc2Cl)s1
    3, -17
- CCCCC(=O)Nc1ccc(C(=O)NCc2ccncc2)cc1
    1, 18
- CCOC(=O)N/N=C(\C)c1ccc(C)c([N+](=O)[O-])c1
    -2, 8
- O=C(O)C1CCCCC1C(=O)NCCc1ccncc1 (configuration not stated)
    -1, 2
- Cc1onc(-c2c(F)cccc2Cl)c1C(=O)NC1=NCCS1
    1, 14
- O=C(O)c1[nH]c2ccccc2c1-c1ccccc1
    9, 5

Screening results from PubChem.
